# Compound activity from PubChem BioAssay.
# ER stress rescue: rescue of cells from ER stress-induced death, primary screen, 384-well, CSM14.1, thapsigargin, ATP luminescence (AID 1222); CSM14.1 thapsigargin-induced death rescue, ATP luminescence; higher % means a stronger effect; one-dose cellular ATP content (survival), % at 20 µM; EC50 in µM for titrated hits; 190,000 tested, under 10 active;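 active = EC50 below 50 µM in the dose-response confirmation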;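 also: death triggered by thapsigargin at about 15 µM added after 2 h compound pretreatment; cell ATP read after overnight thapsigargin exposure of roughly 18 to 22 hours; normalized against plate controls of thapsigargin alone and 5% DMSO vehicle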
# NTR1 ag: agonists of NTR1, primary screen, imaging, U2OS cells, beta-arrestin-GFP, high content (AID 493036) | 330,000 compounds, 0.17% hits | activation, % at 20 µM | NTR1-U2OS beta-arrestin-GFP spot imaging, agonist mode;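 active = activation at or above 40% of the spot to cytoplasm intensity ratio, with at least 20 cells analyzed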;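 also: 0% = DMSO without peptide and 100% = 100 nM NTR1 peptide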
# Target sequence (P30989 whole entry, looked up): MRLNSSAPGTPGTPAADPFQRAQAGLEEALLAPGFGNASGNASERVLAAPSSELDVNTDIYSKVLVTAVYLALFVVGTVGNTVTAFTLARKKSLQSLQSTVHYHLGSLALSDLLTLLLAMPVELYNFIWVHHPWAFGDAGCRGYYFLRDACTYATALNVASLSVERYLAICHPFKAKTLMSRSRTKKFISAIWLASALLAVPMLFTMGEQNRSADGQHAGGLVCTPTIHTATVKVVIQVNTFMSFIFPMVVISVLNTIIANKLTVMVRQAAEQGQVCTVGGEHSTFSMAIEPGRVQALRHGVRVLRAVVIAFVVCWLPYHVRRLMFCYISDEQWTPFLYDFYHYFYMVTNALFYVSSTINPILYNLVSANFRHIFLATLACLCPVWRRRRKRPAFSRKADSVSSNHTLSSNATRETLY
# GPR55 activation: GPR55 agonists via beta-arrestin recruitment, primary screen, imaging, U2OS cells, beta-arrestin-GFP redistribution (AID 1961). G-protein coupled receptor 55 (Homo sapiens). U2OS GPR55 beta-arrestin-GFP redistribution imaging; higher % means a stronger effect. activation, % at 10 µM, or EC50 in µM where a hit was titrated. 290,000 compounds, 0.048% hits;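 active = activation above 40% with more than 50 cells counted in the well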;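 also: U2OS osteosarcoma cells stably expressing GPR55 and beta-arrestin-GFP; plate controls were DMSO negative control for no effect and LPI positive control for full effect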
# KOR beta-arrestin-1: KOR antagonists, beta-arrestin recruitment, cell-based, luminescence, uHTS (AID 1778); inhibition, % at 10 µM, or IC50 in µM where a hit was titrated; Kappa-type opioid receptor (Homo sapiens); KOR beta-arrestin recruitment, luminescence, antagonist mode; higher % means a stronger effect; 290,000 compounds, 0.091% hits; also: strong numbers were not always called active
# NOD1 NF-kB reporter: NOD1 signaling inhibitors, primary screen, cell-based, luminescence, uHTS (AID 1578); 290,000 compounds, 1% hits; one-dose inhibition, % at 4 µM; EC50 in µM for titrated hits; NOD1-driven NF-kB luciferase reporter cells, luminescence; higher % means a stronger effect; in the data active = inhibition mostly above about 36%, no sharp cut-off; inactive = mostly below about 34%;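 also: HEK-293T reporter cells stimulated with the NOD1 agonist gamma-tri-DAP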
# KOR beta-arrestin-2: KOR agonists, beta-arrestin recruitment, primary screen, cell-based, luminescence, uHTS (AID 1777) | Kappa-type opioid receptor (Homo sapiens) | KOR beta-arrestin recruitment, luminescence; higher % means a stronger effect | activation, % at 10 µM; hits with a dose series show EC50 in µM | 280,000 compounds, 0.02% hits; in the data active = activation above about 50%, passing the limit was not always enough; also: a part of the inactive calls stands beside numbers as strong as those of hits
# HEK293 NOD2/NF-kB: NOD2 signaling inhibitors, cell-based, luminescence, uHTS, HEK293 (AID 1566); HEK293 NOD2/NF-kB luciferase reporter, luminescence; higher % means a stronger effect; inhibition, % at 4 µM; hits with a dose series show EC50 in µM; 290,000 compounds, 0.63% hits; also: many of its hits are not listed in these tables
# TNAP activators: human TNAP enzyme activators, primary screen, biochemical, luminescent, no phosphate acceptor, uHTS (AID 1001); purified TNAP, luminescent activation assay, no phosphate acceptor; higher activation fold means a stronger effect; one-dose activation fold at 20 µM; EC50 in µM for titrated hits; 200,000 compounds, 0.03% hits; in the data active = activation fold from about 3, or a potency from the dose series; inactive = the rest, 99 in 100 with activation fold below about 1.6; also: many of its hits are not listed in these tables
# Yfh1-depleted yeast: enhancers of respiration in Yfh1-depleted yeast, dose response, Friedreich's ataxia, plus single-dose screen (AID 1465). 220,000 compounds, 0.074% hits. S. cerevisiae Yfh1-off respiration, WST-1 reduction, 72 h; higher fold induction means a stronger effect. fold induction at 50 µM, or EC50 in µM where a hit was titrated;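 active = fold induction of absorbance versus untreated yeast above a set limit, then at least 30% activation at any dose in follow-up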;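 also: activators that raise dye reduction in frataxin-depleted yeast; strong numbers were not always called active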
# NTR1 ag cell count 20 µM: further read-out of NTR1 ag, marked with its call; cell count; measured here: cell count, cytotoxicity flag
# * marks the source's active call; other numbers are inactive results; i = inactive; . = not tested or not shown; [ ] = dose if it differs, or a comment. Rule as the data show it, unless noted: active = inhibition above about 50%; inactive = the rest.
# The first four records, to show the layout:
# Every second line gives: ER stress rescue	NTR1 ag	NTR1 ag cell count 20 µM	GPR55 activation	KOR beta-arrestin-1	NOD1 NF-kB reporter	KOR beta-arrestin-2	HEK293 NOD2/NF-kB	TNAP activators	Yfh1-depleted yeast
- Cc1ccc(S(=O)(=O)N2CCN(CC(=O)N/N=C/c3cc([N+](=O)[O-])ccc3Cl)CC2)cc1
  -4.9%	-0.7	52	-0.2%	-14%	0%	-3.9%	13%	1.1	i
- CCOc1ccc(N/C(=N/c2nc(C)cc(C)n2)NC(C)=O)cc1
  .	1.3	56	-0.1%	48%	-12%	-3.5%	3%	.	i
- CC(C)(C)c1ccc(OC(=O)c2ccccc2)cc1
  .	-0.1	81	0.0%	27%	-4%	-1.3%	11%	.	i
- CC(C)Oc1cccc(C(=O)NC(=S)Nc2ccccc2)c1
  -1.2%	6.9	45	0.3%	-22%	-44%	-0.2%	-48%	1	i

# The listing, previewed entries included:
# Every second line gives: ER stress rescue	NTR1 ag	NTR1 ag cell count 20 µM	GPR55 activation	KOR beta-arrestin-1	NOD1 NF-kB reporter	KOR beta-arrestin-2	HEK293 NOD2/NF-kB	TNAP activators	Yfh1-depleted yeast
- Cc1ccc(S(=O)(=O)N2CCN(CC(=O)N/N=C/c3cc([N+](=O)[O-])ccc3Cl)CC2)cc1
  -4.9%	-0.7	52	-0.2%	-14%	0%	-3.9%	13%	1.1	i
- CCOc1ccc(N/C(=N/c2nc(C)cc(C)n2)NC(C)=O)cc1
  .	1.3	56	-0.1%	48%	-12%	-3.5%	3%	.	i
- CC(C)(C)c1ccc(OC(=O)c2ccccc2)cc1
  .	-0.1	81	0.0%	27%	-4%	-1.3%	11%	.	i
- CC(C)Oc1cccc(C(=O)NC(=S)Nc2ccccc2)c1
  -1.2%	6.9	45	0.3%	-22%	-44%	-0.2%	-48%	1	i
- Clc1ccc(-c2cc3ccccc3nc2N2CCCC2)cc1
  0.9%	2.3	49	0.7%	-1%	2%	-1.2%	10%	1.2	i
- CCOc1ccc(NS(=O)(=O)c2ccc3c(c2)N(C(C)=O)CCO3)cc1
  .	0.5	93	-0.1%	-70%	11%	7.1%	19%	.	.
- Cn1c(SCc2ccccc2)nc2ccsc2c1=O
  -1.3%	6.7	91	0.2%	-41%	17%	3.5%	15%	1.1	i
- COc1ccc(S(=O)(=O)NC(C)c2ccccc2)cc1C(=O)N1CCCCC1 (stereo not drawn)
  .	2.0	57	-0.2%	-19%	-17%	-0.8%	10%	.	.
- CCSc1nc2ccccc2n1C(=O)/C=C\c1ccc(OC)c(OC)c1
  1.8%	38	58	0.0%	-1%	10%	-1.7%	-11%	1.1	i
- Cc1cc(NS(=O)(=O)c2ccc(NC(=O)CSc3nnc(-c4ccco4)n3C)cc2)nc(C)n1
  -1.8%	0.7	66	0.1%	-8%	0%	0.1%	-2%	1	i
- CCN(CC)S(=O)(=O)c1cc(C(=O)Nc2ccc(Cl)cn2)ccc1C
  -4.7%	-0.4	30	-0.1%	8%	-41%	.	-86%	1	i
- CC(=O)c1sc(NC(=O)COc2ccccc2)nc1C
  -0.8%	-1.2	44	-0.3%	36%	-30%	-5.5%	-29%	1.1	i
- CCc1nnc(NC(=O)CSc2nnc(CSc3nc(C)cc(C)n3)n2C)s1
  -2.3%	-1.6	91	0.3%	13%	16%	-0.6%	9%	1.1	i
- COc1cc(OC)c(Cl)cc1N
  1.4%	0.6	42	0.2%	26%	0%	3.0%	0%	1.1	.
- FC(F)(F)c1cccc(OCC2CNC(=S)O2)c1 (stereo not drawn)
  .	0.2	54	0.0%	43%	-2%	-3.6%	-13%	.	i
- N#CCC(=N)N1CCN(c2ccccc2Cl)CC1
  -1.4%	0.3	53	-0.2%	37%	-24%	-4.0%	1%	1.1	i
- CCC1(C)Cc2ccccc2-c2nc3n(c(=O)c21)CC(C(=O)O)S3 (stereo not drawn)
  0.2%	0.0	57	0.2%	3%	6%	4.4%	-1%	1.1	.
- O=C(CN1CCC(C(=O)c2ccc(F)cc2)CC1)Nc1ccc(F)cc1
  -0.6%	-0.8	93	0.7%	2%	8%	-4.8%	21%	1	i
- COc1ccccc1Nc1nc(N)nc(CN2CCC(Cc3ccccc3)CC2)n1
  .	-1.3	66	0.2%	-18%	-5%	-2.0%	-4%	1	i
- CC(=O)c1cccc(NC(=S)N2CCC(Cc3ccccc3)CC2)c1
  4.6%	3.1	34	-0.2%	-19%	24%	-1.5%	6%	1.1	i

# Going on with the list.
# Every second line gives: ER stress rescue	NTR1 ag	NTR1 ag cell count 20 µM	GPR55 activation	KOR beta-arrestin-1	NOD1 NF-kB reporter	KOR beta-arrestin-2	HEK293 NOD2/NF-kB	TNAP activators	Yfh1-depleted yeast
- O=S(=O)(c1ccc(OCC2CO2)cc1)c1ccc(OCC2CO2)cc1 (stereo not drawn)
  13%	-1.3	63	-0.1%	-37%[20 µM]	33%	.	27%	1.1	i
- COc1ccc(/C=C/C(=O)NCc2ccccn2)cc1
  -1.7%	0.5	53	0.1%	.	-24%	-3.4%	-2%	1.2	i
- Cc1c(CN2CCN(c3cccc(C(F)(F)F)c3)CC2)c(=O)n(-c2ccccc2)n1C
  -0.4%	-1.4	70	-0.2%	14%	7%	-4.9%	8%	1	i
- Cc1ccc(CNC(=O)c2cc(Cl)cc(Cl)c2)n1C
  .	-1.0	110	-0.2%	3%	2%	3.8%	2%	.	.
- COc1ccc(N2C(=O)C3CCCN3C2c2ccc(C)cc2)cc1 (stereo not drawn)
  -0.7%	3.5	53	-0.1%	15%	-4%	-3.6%	3%	1.2	i
- CN(C)c1ccc(C(C(=O)NC2CCCC2)N(C(=O)c2csnn2)C2CC2)cc1 (stereo not drawn)
  .	-1.6	62	0.5%	21%	-15%	2.5%	10%	.	.
- O=C(NCc1ccc2c(c1)OCO2)C(=O)NCC1OCCN1S(=O)(=O)c1ccc(Cl)cc1 (stereo not drawn)
  .	-0.2	57	-0.2%	-22%	-35%	0.6%	-32%	.	.
- Cc1ccc(NC(=O)Cn2cccc2)c(Br)c1
  -0.8%	-0.2	67	-0.1%	1%	-17%	1.2%	-16%	1.2	i
- Cc1[nH]c2ccccc2c1SCC(=O)N1CCOCC1
  .	1.2	87	-0.1%	-53%	-6%	2.8%	-8%	0.9	i
- COCCSc1ccccc1C(=O)N1CCCC1
  0.1%	0.3	57	-0.1%	28%	-6%	-7.5%	9%	1	i
- Cc1ccc(NC(=O)C2CCCNC2=O)nc1 (stereo not drawn)
  .	1.1	79	-0.1%	34%	-16%	-4.1%	4%	1.2	i
- Cc1ccc2nc(-c3ccc(NC(=O)CCN4C(=O)c5ccccc5C4=O)cc3)sc2c1
  -5.7%	11	41	-0.4%	-41%	-36%	-1.8%	-140%	1	i
- CCOC(=O)c1c(C=O)c(C)n(Cc2ccc(Cl)cc2)c1C
  1.5%	4.1	83	0.3%	-20%	22%	5.9%	25%	1	i
- CCC[N+]1(CC#CC(O)(c2ccccc2)C2CCCCC2)CCCCC1 (stereo not drawn)
  .	1.6	42	-0.1%	22%	0%	-1.0%	-24%	.	i
- COC(=O)c1cn(Cc2cccc(C)c2)nn1
  -2.2%	1.5	44	-0.3%	8%	-23%	-3.9%	6%	1.1	i
- O=C(Nc1ccccc1N1CCOCC1)c1cccnc1Cl
  -0.8%	-1.3	46	0.1%	2%	-16%	-1.9%	6%	1.1	i
- O=C1CN(Cc2nc3cc(Cl)ccc3c(=O)[nH]2)CCN1
  .	0.1	61	0.0%	16%	4%	1.1%	8%	.	i
- CN1CCSc2ccc(C(=O)Nc3cc(F)ccc3F)cc21
  .	-0.4	56	-0.1%	25%	1%	-2.1%	-107%	.	i
- CCOc1ccccc1/C=N/NC(=O)c1cc(C(C)C)[nH]n1
  .	-1.8	50	0.0%	-11%	-39%	-1.2%	10%	.	.
- COc1ccc(CCNC(=O)CCc2ccc(S(=O)(=O)NC(C)C)cc2)cc1
  -0.5%	0.9	69	-0.4%	4%	-12%	0.4%	7%	1	i

# (more compounds)
# Every second line gives: ER stress rescue	NTR1 ag	NTR1 ag cell count 20 µM	GPR55 activation	KOR beta-arrestin-1	NOD1 NF-kB reporter	KOR beta-arrestin-2	HEK293 NOD2/NF-kB	TNAP activators	Yfh1-depleted yeast
- CCOCCCNC(C(=O)Nc1ccc(OC)c(Cl)c1)c1ccccc1 (stereo not drawn)
  .	1.8	45	0.3%	-24%	-42%	3.2%	6%	1.1	i
- COc1ccc(C(=O)N2CCCC(Nc3ccc(C(C)C)cc3)C2)c(OC)n1 (stereo not drawn)
  .	0.8	62	-0.1%	-15%	6%	-0.8%	-6%	.	.
- C/C(CC(=O)Nc1ccc(N(C)C)cc1)=N\NC(=O)c1ccc(Cl)cc1
  .	1.2	50	0.0%	-6%	-2%	1.6%	0%	.	.
- Cc1ccc(F)cc1NC(=O)CSc1nc(Nc2ccccc2)nc(N2CCOCC2)n1
  .	7.9	58	1.2%	-1%	1%	2.6%	14%	.	.
- O=C(c1ccc(Cl)cc1)c1c[nH]c(C(=O)C(Cl)(Cl)Cl)c1
  -3.4%	0.0	39	0.0%	1%	17%	-0.9%	-1%	1.1	i
- COc1ccccc1N1CCN(C(=O)CN(c2ccccc2OC)S(=O)(=O)c2ccccc2)CC1
  -2.8%	1.4	81	-0.1%	-18%	-8%	4.6%	-8%	1.1	i
- COC(=O)c1sccc1NC(=S)OC
  .	1.3	47	0.2%	5%	-9%	-2.0%	31%	.	i
- O=C(C1CC(c2ccccc2O)=NO1)N1CCCC1 (stereo not drawn)
  4.9%	0.6	47	-0.1%	18%	-12%	0.4%	-1%	1	i
- Cc1cc(NC(=O)Cn2cnc3sc(C)c(-c4ccccc4)c3c2=O)no1
  -2.1%	.	.	0.8%	3%	-13%	0.5%	5%	1.1	i
- CC1CCCCN1C(=O)CCS(=O)(=O)c1cccc2nonc12 (stereo not drawn)
  -0.6%	-0.4	59	1.3%	0%	-38%	-0.5%	-69%	1.1	i
- CN1CCN(C(=O)/C(=C/c2cn(S(=O)(=O)N(C)C)c3ccccc23)NC(=O)c2ccccc2F)CC1
  .	-0.9	66	0.3%	-6%	-11%	1.8%	27%	.	.
- Cn1c(SCC(=O)N2CCCC2=O)nc2ccccc21
  .	4.2	47	0.2%	-12%	-40%	-0.5%	3%	1	i
- Cc1cccc(-c2noc(-c3ccc(F)cc3)n2)c1
  -4.0%	2.7	90	-0.1%	-68%	-19%	11%	-98%	1	i
- CCCc1nc2oc3c(OC)ncnc3c2c2c1COC(C)(C)C2
  -0.6%	2.8	69	-0.1%	10%	1%	-6.7%	12%	1.2	i
- CCOC(=O)CC(=O)CSc1ccc2nnc(-c3ccc(C)cc3)n2n1
  0.6%	0.9	41	-0.1%	-10%	10%	-2.0%	9%	1.1	i
- COc1ccc(C(=O)Oc2cccnc2)cc1
  -1.0%	0.7	77	-0.1%	-11%	-6%	5.5%	7%	1	i

# A portion of the library; rates above refer to the full screens.
